Bioassay records as filed in PubChem BioAssay.
SKKanGAS inh – S. pyogenes SKKanGAS growth inhibitors in kanamycin, primary screen, streptokinase expression inhibitor project, SKKanGAS strain, BacTiter-Glo luminescence; 6 h; inhibition, % at 7.5 µM; 1.3% of 300,000 active; AID 1662, 2009;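 active = mean replicate score, as percent of positive control median, at least 50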;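 also: strain carries kanamycin resistance gene driven by streptokinase promoter and grows in 40 µg/ml kanamycin; loss of luminescence reflects streptokinase promoter inhibition or plain growth inhibition; 0% = median of DMSO wells and 100% = positive control at its reference dose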
RGS4 pot – RGS4 potentiators or activators, primary screen, cell-based, HEK293 M3R inducible RGS4, calcium flux; 0.92% of 310,000 active; carbachol calcium flux Fluo4; stronger effect = lower value; B-score at 10 µM;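 active = B-score of the integrated calcium signal more than 4 SD below the library mean, with starting fluorescence not abnormally high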;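 also: negative B-score means reduced calcium response which marks RGS4 activation or potentiation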
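Material: M3R-expressing HEK293 line, RGS4 induced by doxycycline | Schedule: Overnight RGS4 induction, 30 min dye load 37 °C, 20 min compound RT | Measured by: Fluo4 fluorescence kinetic imaging of calcium | Read-out: Integrated calcium ratio converted to B score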
TRPC6 inhibitor – mouse TRPC6 channel inhibitors, primary screen, cell-based, HEK293, membrane potential dye; Short transient receptor potential channel 6 (Mus musculus), Q61143; ACh-evoked depolarization; stronger effect = lower value; B-score at 10 µM; 1.1% of 310,000 active; AID 2553, 2010;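 active = B-score under library mean minus 3 SD, initial fluorescence not abnormally high, positive integrated signal ratio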;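 also: B-score derived from integrated fluorescence ratio over the kinetic read; more negative B-score means stronger inhibition of depolarization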
MrgX1 agonist – agonists of human MrgX1 receptor, primary screen, HEK293 cells, Fluo-4 calcium flux; Fluo-4 calcium fluorescence, agonist mode; stronger effect = higher value; B-score at 10 µM; 0.44% of 310,000 active;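 active = calcium response B-score plate-corrected fluorescence ratio at least 3 library SD, with starting fluorescence B-score inside 5 SD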
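Test system: HEK293 cells stably expressing human MrgX1 receptor; Input: fifteen thousand cells per well; Dosing: compound delivered in addition one of three; Schedule: overnight seeding, then 1 h dark dye loading; Technique: Fluo-4 NW calcium fluorescence; Measure: B-scored fluorescence response ratio; Controls: positive and negative controls per plate.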
RGS4 inh – RGS4 inhibitors, primary screen, cell-based, HEK293 M3R inducible RGS4, calcium flux; Fluo-4 calcium flux; stronger effect = higher value; triggered by carbachol at its EC20; 0.45% of 310,000 active; Regulator of G-protein signaling 4 (Homo sapiens), P49798; B-score at 10 µM;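 active = B-score, a plate-corrected calcium signal, over three deviations above library mean, with baseline fluorescence within five deviations of library mean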;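 also: RGS4 expression induced by doxycycline in cells with stable M3 receptor; B-score is computed from the integrated fluorescence ratio over baseline after carbachol; higher B-score means a larger calcium signal and so more RGS4 inhibition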
TMEM16A inh – TMEM16A chloride channel inhibitors, primary screen, cell-based, HTS; normalized B-score (activity score, 25-100; higher = stronger inhibition) at 10 µM; 1.2% of 310,000 active; HEK293 TMEM16A/YFP iodide influx fluorescence, ionomycin; AID 588511, 2011; Anoctamin-1 (Mus musculus), Q8BHY3;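 active = ratio plate-corrected score three or more library SD toward inhibition, starting fluorescence score within five deviations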;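 also: score derived from kinetic fluorescence span divided by baseline fluorescence per well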
Target sequence (Q8BHY3 whole entry, looked up): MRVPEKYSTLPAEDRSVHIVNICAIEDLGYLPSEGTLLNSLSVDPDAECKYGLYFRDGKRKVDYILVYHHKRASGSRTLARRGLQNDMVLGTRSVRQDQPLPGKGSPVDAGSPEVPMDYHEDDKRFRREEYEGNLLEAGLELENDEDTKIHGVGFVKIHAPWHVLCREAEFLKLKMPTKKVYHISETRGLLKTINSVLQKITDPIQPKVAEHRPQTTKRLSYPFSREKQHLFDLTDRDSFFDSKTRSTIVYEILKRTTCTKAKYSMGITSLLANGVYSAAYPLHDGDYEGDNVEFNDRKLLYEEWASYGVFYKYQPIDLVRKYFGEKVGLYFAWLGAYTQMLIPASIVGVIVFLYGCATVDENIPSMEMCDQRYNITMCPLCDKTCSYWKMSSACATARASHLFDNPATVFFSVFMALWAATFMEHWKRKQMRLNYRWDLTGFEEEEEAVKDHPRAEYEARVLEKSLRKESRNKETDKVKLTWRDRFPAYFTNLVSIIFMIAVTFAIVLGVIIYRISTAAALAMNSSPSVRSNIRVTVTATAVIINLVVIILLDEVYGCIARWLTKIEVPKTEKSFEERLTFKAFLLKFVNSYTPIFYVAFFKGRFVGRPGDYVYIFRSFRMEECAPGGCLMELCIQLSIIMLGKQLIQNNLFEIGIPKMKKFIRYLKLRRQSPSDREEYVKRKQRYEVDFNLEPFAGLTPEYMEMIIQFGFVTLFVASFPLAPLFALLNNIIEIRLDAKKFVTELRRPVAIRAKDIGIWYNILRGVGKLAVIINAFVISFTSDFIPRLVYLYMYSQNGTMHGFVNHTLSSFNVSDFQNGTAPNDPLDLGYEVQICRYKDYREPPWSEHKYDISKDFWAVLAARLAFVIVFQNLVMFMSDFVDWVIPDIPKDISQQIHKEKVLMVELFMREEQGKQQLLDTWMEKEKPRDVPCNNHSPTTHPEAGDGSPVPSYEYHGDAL
MrgX1 PAM – positive allosteric modulators of MrgX1, primary screen, HEK293 cells, Fluo-4 calcium flux; Mas-related G-protein coupled receptor member X1 (Homo sapiens), Q96LB2; FDSS; stronger effect = higher value; B-score at 10 µM; 0.63% of 310,000 active;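 active = plate-corrected calcium response at least 3 library SD above typical, normal starting fluorescence, not activating the receptor alone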;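 also: compound read alongside a low EC10 to EC30 dose of BAM8-22 agonist; peak minus trough fluorescence over baseline measured at the second addition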
HDAC3 inhib – HDAC3 deacetylase inhibitors, primary screen, biochemical, fluorescence, cell-free homogeneous; inhibition, % at 8.3 µM; 0.15% of 320,000 active; Histone deacetylase 3 (Homo sapiens), O15379; recombinant HDAC3, fluorogenic peptide/trypsin coupled; in the data active = inhibition above about 26%, passing the limit was not always enough
ANO1 activ – TMEM16A chloride channel activators or potentiators, primary screen, cell-based, HTS; B-score at 10 µM; 0.3% of 340,000 active; Anoctamin-1 (Mus musculus), Q8BHY3; HEK293 TMEM16A/YFP-H148Q/I152L, iodide quench fluorescence; stronger effect = lower value;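 active = fluorescence-ratio B-score plate-corrected deviation score at least 3 library SD below zero, with starting fluorescence score within 5 deviations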;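 also: channel opened by trigger with iodide after compound preincubation; score built on the fluorescence ratio of max minus min over baseline; more negative score means more quench and so TMEM16A activation or potentiation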
MrgX1 antag – antagonists of human MrgX1 receptor, primary screen, HEK293 cells, Fluo-4 calcium flux. Mas-related G-protein coupled receptor member X1 (Homo sapiens), Q96LB2. BAM8-22 antagonism; stronger effect = lower value. B-score at 10 µM. 1.3% of 310,000 active;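 active = calcium-response B-score plate-corrected more than 3 library SD below zero, starting fluorescence within 5 deviations, no agonist response on first addition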;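 also: peak minus trough fluorescence over baseline after final BAM8-22 challenge near maximal dose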
TRPC6 activator – mouse TRPC6 channel activators, primary screen, cell-based, HEK293, membrane potential dye. Short transient receptor potential channel 6 (Mus musculus), Q61143. HEK293-TRPC6 membrane potential dye fluorescence; stronger effect = higher value. B-score at 10 µM. 0.13% of 310,000 active. AID 2550, 2010;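 active = B-score of the integrated fluorescence ratio above library mean plus 3 SD, and starting fluorescence ratio within library mean plus 5 SD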;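 also: higher score means more depolarization so channel activation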
Active calls of the source: *; i = inactive; x = no result given.

SMILES	SKKanGAS inh	RGS4 pot	TRPC6 inhibitor	MrgX1 agonist	RGS4 inh	TMEM16A inh	MrgX1 PAM	HDAC3 inhib	ANO1 activ	MrgX1 antag	TRPC6 activator
O=C(c1ccc(F)cc1)N1CCC(C(=O)N2CCN(S(=O)(=O)c3cccc([N+](=O)[O-])c3)CC2)CC1	-2	i	i	i	i	i	i	1	i	i	i
O=C(CCCn1c(=O)c2ccccc2n(Cc2ccccc2)c1=O)NCc1ccco1	-12	i	i	i	i	i	i	0	i	i	i
O=C(COc1ccccc1)OCc1csc(Nc2ccccc2)n1	-5	i	i	i	i	i	i	9	i	i	i
CCOC(=O)C1=C(COC(=O)c2cccc(N(C)C)c2)NC(=O)NC1C (stereo unspecified)	0	i	i	i	i	i	i	0	i	i	i
Cc1cc(C)n2nc(SCC(=O)c3c(N)n(CC(C)C)c(=O)n(C)c3=O)nc2n1	-2	i	i	i	i	i	i	-7	i	i	i
CCC(C)C(NC(=O)C1CCC(C)CC1)C(=O)Nc1ccc(OC)cc1OC (stereo unspecified)	-3	i	i	i	i	i	i	2	i	i	i
CCCC(=O)N(C1CC(C)C(C#N)(C#N)C1(C#N)C#N)N(C)C (stereo unspecified)	3	i	i	i	7.7*	i	i	-4	i	i	i
COc1ccccc1CNC(=O)CSc1ccc(-c2cccc([N+](=O)[O-])c2)nn1	2	i	i	i	i	i	i	6	i	i	i
CCc1cccc2sc(N(CCCN3CCOCC3)C(=O)CS(=O)(=O)c3ccccc3)nc12	42	i	i	i	i	i	i	15	i	i	i
CCc1ccc(S(=O)(=O)NC2CC(C)(C)NC(C)(C)C2)cc1	-1	i	i	i	i	i	i	-2	i	i	i
Cc1ccc(/C=C2\SC(=S)N(c3cccnc3)C2=O)o1	0	i	i	i	i	i	i	9	i	i	i
CCOC(=O)C(NC(=O)CC)(N1CCc2ccccc2C1)C(F)(F)F (stereo unspecified)	1	i	i	i	i	i	i	4	i	i	i
Clc1ccc2c(c1)nc1n2CCCC1	-2	i	i	i	i	i	i	-1	i	i	i
CCC1(c2ccccc2)NC(=S)N(c2ccc(C)cc2)N1 (stereo unspecified)	8	i	i	i	i	i	i	4	i	i	i
CCN(CC)CCCNC(=O)c1cn(CCOC)c(=O)c2c1c1ccccc1n2C	x	i	i	i	i	i	i	-6	i	i	i
CN(C)CC1CCCCC1C1(O)c2ccccc2CSc2sccc21 (stereo unspecified)	3	i	i	i	i	i	i	9	i	i	i
Cc1ccc(NC(=O)Nc2cccc(Cl)c2)c(C(=O)O)c1	0	i	i	i	i	i	i	-64	i	i	i
COc1ccc(NC(=O)Nc2cc(C(C)(C)C)on2)cc1OC	-2	i	i	i	i	i	i	6	i	i	i
O=C(O)CC1(CC(=O)Nc2cccc(C(=O)O)c2)CCCC1	-3	i	i	i	i	i	i	-4	i	i	i
Cc1c(Br)c([N+](=O)[O-])nn1C(C)C(=O)Nc1c(C)n(C)n(-c2ccccc2)c1=O (stereo unspecified)	8	i	i	i	i	i	i	5	i	i	i
COc1ccc(OC)c(NC(=O)C23CCC(C)(C(=O)C2)C3(C)C)c1 (stereo unspecified)	2	i	i	i	i	i	i	3	i	i	i
Cc1ccc(S(=O)(=O)Nc2cccc(C(=O)NCC(C)(C)N3CCOCC3)c2)cc1F	4	i	i	i	i	i	i	5	i	i	i
CN(C)CCCn1c2c(c(SCC(=O)Nc3ccc4c(c3)OCCO4)nc1=O)CCC2	0	i	i	i	i	i	i	3	i	i	i
CC(C)(C)NC(=O)C(c1ccc(F)cc1)N(Cc1ccccc1Cl)C(=O)c1ccn[nH]1 (stereo unspecified)	6	i	i	i	i	i	i	6	i	i	i
Cn1cccc1CC(=O)N/N=C/c1ccc(Cl)c([N+](=O)[O-])c1	7	i	i	i	i	i	i	-4	i	i	i
Next structures follow:
SMILES	SKKanGAS inh	RGS4 pot	TRPC6 inhibitor	MrgX1 agonist	RGS4 inh	TMEM16A inh	MrgX1 PAM	HDAC3 inhib	ANO1 activ	MrgX1 antag	TRPC6 activator
CC(N=C1NS(=O)(=O)c2ccccc21)C(=O)NCCCc1ccccc1 (stereo unspecified)	1	i	i	i	i	i	i	-3	i	i	i
Cc1ccccc1Nc1nc2ccccc2n1C(C)C	-11	i	i	i	i	i	i	-1	i	i	i
CC(C)Cc1nnc(NC(=O)CC(=O)Nc2ccccc2C(=O)O)s1	0	i	i	i	i	i	i	-9	i	i	i
COC(=O)c1nnn(-c2nonc2N)c1CSCCO	0	i	i	i	i	i	i	7	i	i	i
CCn1cc(CNC(=O)C2CCC(=O)N(Cc3ccccc3F)C2)cn1 (stereo unspecified)	3	i	i	i	i	i	i	-3	i	i	i
Cn1c(-c2ccccc2)cnc1N	0	i	i	i	i	i	i	-4	i	i	i
CCOC(=O)c1ccc(NC(=O)CSC(=S)N2CCOCC2)cc1	-2	i	i	i	i	i	i	3	i	i	i
COc1ccc(C(=O)NCCS(=O)(=O)NCc2ccc(C)cc2)cc1	1	i	i	i	i	i	i	-1	i	i	i
COC(=O)c1[nH]c(C)c(/C(O)=C2\C(=O)C(=O)N(CCN3CCOCC3)C2c2ccc(C)o2)c1C (stereo unspecified)	2	i	i	i	i	i	i	6	i	i	i
COc1ccc(C(=O)CC(=O)C(=O)Nc2ccc(C)cc2Cl)cc1	28	i	i	i	i	i	i	-7	i	i	i
Cc1cccc(C(=O)Nc2ccccc2C(=O)NCc2ccco2)c1	2	i	i	i	i	i	i	-2	i	i	i
COc1ccc(C2=NN(CCC(=O)NC3CCCCCC3)C(=O)CC2)cc1	-10	i	i	i	i	i	i	2	i	i	i
C/C(=N\NC(=O)C1(C)CC1(Br)Br)c1cccc(NC(=O)C(C)(C)C)c1 (stereo unspecified)	12	i	i	i	i	i	i	12	i	i	i
COC(=O)C1=C(C)N(C)C(C)=C(C(=O)OC)C1c1ccc(F)c(Br)c1	0	-7.2*	i	i	i	i	i	11	i	i	i
CC(NCc1ccc(S(N)(=O)=O)cc1)C(=O)Nc1ccc([N+](=O)[O-])cc1Cl (stereo unspecified)	-1	i	i	i	i	i	i	1	-24*	i	i
COc1ccc(C(=O)N2CC3(C)C4CCC3(C)C2(C#N)C4)cc1OC (stereo unspecified)	-7	i	i	i	i	i	i	-3	i	i	i
CCn1c(NCc2cc(Br)ccc2NS(=O)(=O)c2ccc(C)cc2)nc2ccccc21	20	i	i	i	i	i	i	17	i	i	i
Cn1cc(C(=O)NCc2ccc(F)cc2)cn1	-2	i	i	i	i	i	i	-6	i	i	i
O=C(Nc1cccnc1Cl)c1ccc(=O)oc1	-1	i	i	i	i	i	i	-1	i	i	i
COc1ccc(-c2n[nH]c(=S)n2/N=C/C=C\c2ccccc2OC)cc1	22	i	i	i	i	i	i	x	i	i	i
COCC(C)n1c(C)cc(C(=O)CSc2nc3ccccc3c(=O)[nH]2)c1C (stereo unspecified)	9	i	i	i	i	i	i	-2	i	-7.7*	i
CCCCNC(=O)NNC(=O)c1ccc(F)cc1	2	i	i	i	i	i	i	0	i	i	i
COc1ccc(N(CC(=O)N2CCN(c3cc(C)ccc3C)CC2)S(=O)(=O)c2c(C)noc2C)cc1	16	i	i	i	i	i	i	1	i	i	i
CCOC(=O)c1c(NC(=O)CN2C(=O)NC3(CCC(CC)CC3)C2=O)sc(C)c1-c1ccc(C)cc1 (stereo unspecified)	3	i	i	i	i	i	i	6	i	i	i
N=C1C(c2ccccc2)=C(O)CN1c1ccccc1	-11	i	i	i	i	i	i	-1	i	i	i
More entries:
SMILES	SKKanGAS inh	RGS4 pot	TRPC6 inhibitor	MrgX1 agonist	RGS4 inh	TMEM16A inh	MrgX1 PAM	HDAC3 inhib	ANO1 activ	MrgX1 antag	TRPC6 activator
COC(=O)C(=O)/C=C(\O)c1ccc(C)cc1	1	i	i	i	i	i	i	x	i	i	i
CSc1nnc(C)c(=O)n1COC(=O)COc1ccc2ccccc2c1	6	i	i	i	i	i	i	x	i	i	i
Cc1ccc(-c2ccnc3nc(-n4cccc4)nn23)o1	4	i	i	i	i	i	i	-14	i	i	i
Cn1cnnc1Sc1nc2c(c(=O)n(C)c(=O)n2C)n1C	5	i	i	i	i	i	i	-2	x	i	i
O=C(Nc1ccccc1)C1CCCN1/C=C/C(=O)C(F)(F)F (stereo unspecified)	10	i	i	i	i	i	i	4	i	i	i
CCN(CC)c1ccc(NC(=O)CSc2nc3ccccc3c(=O)[nH]2)cc1	0	i	i	i	i	i	i	3	i	i	i
Cc1ccc(C(=O)Nc2ccc(C(=O)/C=C/c3cccs3)cc2)cc1	4	i	i	i	i	i	i	3	i	i	i
Cc1ccc2cc(C3CC(c4ccco4)=NN3C(=O)CCC(=O)O)c(Cl)nc2c1 (stereo unspecified)	1	i	i	i	i	i	i	5	i	i	i
CC(C)(c1ccc(O)cc1)c1ccc(O)cc1	-3	i	i	i	i	i	i	3	i	i	i
CC(C)Cc1nnc(NC(=O)CN2C(=O)c3ccccc3C2=O)s1	0	i	i	i	i	i	i	6	i	i	i
O=C(Nc1ccccc1)Nc1csc2ccccc12	6	i	i	i	i	i	i	2	i	i	i
O=C(NC1CCN(Cc2ccccc2)CC1)c1cc(Br)c(Br)[nH]1	0	i	i	i	i	i	i	8	i	i	i
N#Cc1c(-c2ccc(F)cc2)noc1N	4	i	i	i	i	100*	i	-1	i	i	i
COc1cc(SC)ccc1C(=O)NCCOc1ccccc1Cl	-2	i	i	i	i	i	i	13	i	i	i
CC(NC(=O)c1ccco1)C(=O)N1CCN(C(c2ccccc2)c2ccccc2)CC1 (stereo unspecified)	-6	i	i	i	i	i	i	2	i	i	i
Cn1c(=O)c2c(C(=O)O)cc(-c3ccccc3)nc2n(Cc2ccccc2)c1=O	2	i	i	i	i	i	i	0	i	i	i
CCCCN(CCCC)c1nc2ccccc2nc1NS(=O)(=O)c1ccc(NC(C)=O)cc1	5	i	i	i	i	i	i	-5	i	i	i
